Bioassay records as filed in PubChem BioAssay.
Rac1 wt modul: modulators of human Rac1 wildtype GTP binding. GTP binding activity (% of control), % at 10 µM. GST-Rac1 beads, fluorescent GTP binding, flow cytometry; actives lie on both sides; 0 = cold GTP competed, 100 = untreated. P63000. 190,000 compounds, 0.27% hits;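 active = GTP binding activity at least 20 points away from the 100% control level, either lower or higher; inconclusive = compound flagged as likely green fluorescent, judged across all proteins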
Pf gametocyte: kills late stage P. falciparum gametocytes; inhibition, % at 10.9 µM; P. falciparum stage V gametocytes, ATP luminescence, 24 h; 150,000 compounds, 0.065% hits; AID 743093;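 active = inhibition above the mean plus 3 SD of compounds within the control limits, set per campaign, cut at about 38% in these data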;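 also: 0% = DMSO wells and 100% = medium only without gametocytes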
Avidin bead fluor: compound fluoresces at 488/530 nm on avidin beads | compound fluorescence 488/530 nm, flow cytometry; hits give high values | fluorescence (KMESF) at 10 µM | 220,000 compounds, 0.38% hits | AID 1775; in the data active = fluorescence above about 47; also: inactives centre near 10
Rac1 mut GTP: alters GTP binding to activated mutant human Rac1; percent activity (GTP binding), % at 10 µM; P63000; GST-Rac1 activated beads, fluorescent GTP binding, flow cytometry; actives lie on both sides; 100% means binding = to untreated wells; 190,000 compounds, 0.11% hits;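 active = GTP binding at least 20 percentage points away from the 100% baseline, in either direction, so actives lie on both sides; inconclusive = Compound likely fluorescent itself, or too few beads counted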
Mcl1-Bid inh: Mcl-1/Bid interaction inhibition. Q07820. TR-FRET Mcl-1/Bid-Dy647 peptide binding, 1536-well. inhibition, % at 21.7 µM. 220,000 compounds, 0.97% hits. AID 1021;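 active = compounds that cut the binding signal by more than half at the single screening dose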;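 also: His-tagged Mcl-1 with europium anti-His antibody binding Bid BH3 peptide; 0% = Mcl-1 plus peptide wells and 100% = peptide-only wells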
Target sequence (Q07820 whole entry, looked up): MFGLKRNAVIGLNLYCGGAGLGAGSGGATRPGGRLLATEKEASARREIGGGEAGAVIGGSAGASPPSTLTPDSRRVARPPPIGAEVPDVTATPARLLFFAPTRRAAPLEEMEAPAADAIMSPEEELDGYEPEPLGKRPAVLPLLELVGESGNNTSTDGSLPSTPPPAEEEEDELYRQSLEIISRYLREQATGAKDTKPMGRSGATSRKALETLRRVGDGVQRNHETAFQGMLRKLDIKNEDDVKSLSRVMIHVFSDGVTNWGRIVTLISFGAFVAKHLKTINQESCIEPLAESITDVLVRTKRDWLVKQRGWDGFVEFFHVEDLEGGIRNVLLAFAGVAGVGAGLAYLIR
Rab2 wt GTP: changes GTP binding to wildtype dog Rab2A, up or down. P61105. GST-Rab2 wt beads, Bodipy-GTP binding, flow cytometry. GTP binding activity, % at 10 µM. 190,000 compounds, 0.19% hits. AID 760;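 active = GTP binding activity at least 20 points away from 100%, either lowered or raised; inconclusive = signal likely due to the compound's own green fluorescence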;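 also: 0% = beads with excess unlabeled GTP and 100% = no-compound control corrected for plate trend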
Rab7 wt GTP bind: alters GTP binding to wildtype dog Rab7; GTP binding activity (percent of control), % at 10 µM; GST-Rab7 beads, fluorescent GTP binding, flow cytometry; actives lie on both sides; untreated = 100%, excess cold GTP = 0%; 190,000 compounds, 0.055% hits;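 active = fluorescent GTP binding to Rab7 beads changed by at least 20 points from the 100% baseline, either direction, mostly lower; inconclusive = compound itself probably fluorescent, or too few beads counted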;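 also: median green fluorescence of bound Bodipy-FL-GTP per Rab7 bead population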
Mcl1-Noxa inh: Mcl-1/Noxa interaction inhibition; Q07820; TR-FRET Mcl-1/Noxa peptide binding, 2 h; inhibition, % at 21.7 µM; 220,000 compounds, 1.5% hits;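 active = compounds that cut the protein-peptide binding signal by more than 50% relative to plate controls in a single-dose test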;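 also: His-tagged Mcl-1 with rhodamine Noxa BH3 peptide and terbium anti-His antibody; 0% = Mcl-1 plus Noxa peptide wells and 100% = peptide-only wells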
Cdc42 wt GTP: modulators (inhibitors or activators) of GTP binding to human Cdc42 wildtype; P60953; AID 761; 190,000 compounds, 0.2% hits; GST-Cdc42 beads, Bodipy-GTP binding, flow cytometry; actives lie on both sides; percent activity (GTP binding), % at 10 µM;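 active = percent activity GTP binding at least 20 points away from the 100% baseline, either down as inhibitor or up as activator; inconclusive = compound flagged as likely green fluorescent from well-wide comparison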;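 also: median bead fluorescence of bound Bodipy-FL-GTP at 100 nM; 0% = excess unlabeled GTP control and 100% = no compound control; below 100% means less GTP binding so inhibitor and above means activator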
Target sequence (P60953 whole entry, looked up): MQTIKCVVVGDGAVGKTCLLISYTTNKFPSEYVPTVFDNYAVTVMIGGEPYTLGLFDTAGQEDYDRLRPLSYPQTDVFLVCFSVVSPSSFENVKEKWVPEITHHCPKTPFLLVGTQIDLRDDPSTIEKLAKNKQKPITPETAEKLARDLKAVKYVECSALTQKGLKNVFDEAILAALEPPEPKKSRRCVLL
HRas wt GTP bind: modulators of GTP binding to human HRas wildtype; P01112; GST-Ras wt beads, Bodipy-FL-GTP binding, flow cytometry; actives lie on both sides; GTP binding activity, % at 10 µM; 190,000 compounds, 0.14% hits; AID 759;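 active = GTP binding activity at least 20% away from the 100% baseline, either lowered as inhibitor or raised as activator; inconclusive = flagged as likely green fluorescent, judged across all proteins in the well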;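 also: 0% = unlabeled GTP competition control and 100% = no-compound control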
Target sequence (P01112 whole entry, looked up): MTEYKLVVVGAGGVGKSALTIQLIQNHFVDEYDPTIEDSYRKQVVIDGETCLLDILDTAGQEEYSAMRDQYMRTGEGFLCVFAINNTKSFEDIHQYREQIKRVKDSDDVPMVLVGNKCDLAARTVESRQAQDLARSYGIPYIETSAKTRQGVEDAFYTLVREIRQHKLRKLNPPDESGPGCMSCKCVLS
Bim-Mcl-1: human Bim-Mcl-1 interaction inhibition; Q07820; Bead-based flow cytometry, Bim peptide-Mcl-1 binding; 190,000 compounds, 0.1% hits; inhibition, % at 10 µM; in the data active = inhibition above about 40%;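 also: 0% = no compound tracer wells and 100% = peptide blocker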
The depositor's hits bear a star; ? = inconclusive; nt = not tested or not shown.

SMILES	Rac1 wt modul	Pf gametocyte	Avidin bead fluor	Rac1 mut GTP	Mcl1-Bid inh	Rab2 wt GTP	Rab7 wt GTP bind	Mcl1-Noxa inh	Cdc42 wt GTP	HRas wt GTP bind	Bim-Mcl-1
CCc1nnc(NC(=O)C2Cc3ccccc3CN2S(=O)(=O)c2ccc(C)cc2)s1 (centres undefined)	101	-7	8	100	-8	104	100	6	106	104	-3
COc1ccc(S(=O)(=O)NCCc2nnc3ccc(SCC(=O)Nc4nc(C)cs4)nn23)cc1	107	-23	5	99	-6	100	99	1	103	102	-5
NC(=S)N/N=C/c1coc2c(ccc3ccccc32)c1=O	100	12	9	102	76*	99	97	-2	98	98	-4
O=C(Nc1ccon1)c1sc2cc(F)ccc2c1Cl	102	-9	33	100	-1	102	96	-11	101	99	-4
CN(/C=C/C(=O)C(F)(F)F)Cc1ccccc1	99	2	4	98	-28	97	95	1	100	100	1
COC(=O)N(NC(=O)C(O)(c1ccccc1)c1ccccc1)c1ccc(C)cc1	104	-9	12	101	-3	101	101	5	102	100	-6
O=C(Cc1c[nH]c2ccccc12)NC1(C(=O)NC2CCCC2)CCCCC1	100	nt	9	95	-32	100	106	3	98	98	0
CCOC(=O)c1oc2cc(O)c(CC)cc2c(=O)c1-c1ccc2c(c1)OCCO2	96	nt	5	95	-14	99	99	-12	98	98	1
CCOc1ccc(C(=O)Nc2cccc(C(=O)O)c2)cc1Cl	95	-6	9	97	-29	96	101	-1	92	96	3
CCOC(=O)c1sc(NC(=O)c2ccco2)nc1-c1ccccc1	104	nt	7	94	2	99	100	-46	99	99	2
COc1cccc(CNC(=O)C2CCCN(S(=O)(=O)c3cnc[nH]3)C2)c1 (centres undefined)	101	nt	8	97	-7	102	101	-1	100	99	2
C/C=N/NC(=O)c1cc(Br)ccc1O	99	nt	10	98	-45	94	98	21	99	93	-7
CCOC(=O)N1CCC(NC(=O)c2cc(S(=O)(=O)N3CCC4(CC3)OCCO4)ccc2F)CC1	103	nt	15	102	-39	100	98	-5	103	104	-4
Cc1ccc(S(=O)(=O)NCC(=O)N2CCCC2)cc1	101	nt	15	98	-9	102	102	0	103	102	3
COc1ccc(/C=N/NC(=O)c2cccc(O)c2)cc1Cn1nc(C)c([N+](=O)[O-])c1C	?	16	7	?	8	?	?	5	?	?	1
COCCn1c(-c2ccccc2)nc2oc3cc(OC)ccc3c(=O)c2c1=O	100	nt	20	101	36	101	101	-11	100	100	-1
CCOc1cc(C2C(C(=O)OC)=C(C)N=C3SCCC(=O)N32)ccc1OC(C)=O (centres undefined)	97	nt	6	97	22	98	97	27	97	98	-3
CCS(=O)(=O)c1ccc(N)cc1	100	-20	13	94	22	95	96	19	96	96	-3
CC(C)CNC(=O)COc1cccc(C(=O)NCc2ccccc2)c1	103	2	13	102	-13	99	101	11	100	100	-1
CC(C)CNC(=O)c1ccccc1NC(=O)c1ccc(CN2CCOCC2)cc1	107	-4	48*	103	-7	105	105	7	105	106	-3
COc1cccc([C@@H]2Oc3ccc(OC)cc3C(=O)[C@H]2OC(=O)N[C@H](C)C2CCCCC2)c1	106	nt	10	100	-8	102	102	-14	103	105	-3
Cc1cc(C(=O)CSc2ncn[nH]2)c(C)n1-c1cccc(S(=O)(=O)N2CCOCC2)c1	103	nt	15	100	-45	99	97	18	97	99	-5
O=C(c1ccccc1F)N1CCN(Cc2cccc(Cl)c2)CC1	106	16	26	98	48	99	98	25	105	98	-4
CCc1nc2ccc(C)cc2c(C(=O)NC2CCCCC2C)c1C (centres undefined)	101	-4	10	100	-8	99	99	-3	103	100	-2
O=c1[nH]ncc2c3ccccc3n(Cc3ccccc3)c12	102	nt	8	101	5	104	97	22	104	104	-1
Continuation:
SMILES	Rac1 wt modul	Pf gametocyte	Avidin bead fluor	Rac1 mut GTP	Mcl1-Bid inh	Rab2 wt GTP	Rab7 wt GTP bind	Mcl1-Noxa inh	Cdc42 wt GTP	HRas wt GTP bind	Bim-Mcl-1
C=CCc1c(C)nn(CC(=O)O)c1-c1ccccc1	105	-1	36	99	12	102	102	16	101	100	1
CCc1nnc(NC(=O)CCN2C(=O)CCC2=O)s1	102	8	6	99	-15	101	96	-6	99	99	-4
COc1ccc(-n2nc(C(=O)Nc3cc(OC)c(OC)c(OC)c3)c3ccccc3c2=O)c(OC)c1	?	-7	6	?	3	?	?	2	?	?	-3
CCOC(=O)N1CCN(C(=O)COc2ccc(Br)cc2Cl)CC1	106	-6	37	100	0	100	97	21	103	102	0
CCOC(=O)C(NC(=O)c1ccccc1)(OCc1ccccc1)C(F)(F)F (centres undefined)	106	-6	17	100	9	97	97	16	102	99	0
COc1ccc(CNC(=O)CSc2nnnn2C)cc1OC	101	18	9	100	1	101	102	7	102	101	-1
O=S(=O)(Nc1cc(C(F)(F)F)ccc1N1CCOCC1)c1ccc2ccccc2c1	102	-16	4	97	-68	98	100	3	100	99	-4
COc1ccc(N(CC(=O)NCCSC(C)(C)C)S(C)(=O)=O)c(OC)c1	109	-3	6	100	-37	99	97	-1	102	100	2
CC1CC(CCC(=O)NC(=S)Nc2ccc(Cl)cn2)C(=O)O1 (centres undefined)	98	17	10	96	-37	98	102	1	98	100	-1
COc1cc(NS(C)(=O)=O)c(OC)cc1NC(=O)c1ccccc1	?	nt	17	?	-39	?	?	12	?	?	-3
O=C(NCCN1CCOCC1)NC1(C(F)(F)F)Oc2ccccc2O1	108	nt	26	99	0	101	101	14	99	102	-7
CC(OC(=O)c1ccncc1)C(=O)Nc1ccc([N+](=O)[O-])cc1Cl (centres undefined)	97	-6	10	97	-14	100	105	16	96	99	3
O=C(CCN1CCCCC1)c1ccc2c(c1)OCO2	101	nt	15	99	-18	105	101	6	102	103	-2
Cc1cc(C)c(NC(=O)NC(=O)C(Cl)(Cl)Cl)c(C)c1	87	-1	9	88	-40	85	91	-13	92	88	2
CCOc1ccc(N(Cc2cc3cc(OC)ccc3[nH]c2=O)C(=O)C2CCCO2)cc1 (centres undefined)	101	6	10	99	nt	102	97	nt	103	102	1
COc1ccc(S(=O)(=O)N2CCCCC2)cc1C(C)C	106	-14	10	99	3	100	98	15	106	100	-6
COc1ccc(N2C(=O)CC(N3CCN(S(=O)(=O)c4cc(C)ccc4C)CC3)C2=O)cc1 (centres undefined)	99	nt	22	95	-9	96	98	13	94	98	0
O=S(=O)(Cc1ccc(Cl)cc1)c1ccccc1-c1nnc(-c2ccc(Cl)cc2)o1	107	6	34	104	3	106	105	-2	111	107	-3
c1ccc(-c2nc(NCCCN3CCOCC3)c3ccccc3n2)cc1	105	-14	11	101	-18	102	106	17	102	104	-3
Cc1nn(C(=O)CNS(=O)(=O)c2ccccc2)c(C)c1Sc1ccc(Cl)cc1	98	-29	13	99	2	97	99	13	94	96	-2
CC(C)CN(C(=O)COC(=O)C1c2ccccc2Oc2ccccc21)C1CCS(=O)(=O)C1 (centres undefined)	101	nt	3	100	-16	98	97	3	99	100	0
O=C(CO/N=C/c1ccccc1OC(F)F)NCc1cccs1	103	19	5	99	-3	101	102	9	100	100	-3
COc1ccc(C2/C(=C(\O)c3ccc4c(c3)OCCO4)C(=O)C(=O)N2CCCN(C)C)cc1 (centres undefined)	101	5	21	96	-77	100	100	11	99	99	-2
COc1ccc(N2CCN(Cc3nc4ccccc4c(=O)[nH]3)CC2)cc1	101	nt	6	98	-37	99	101	7	100	98	1
Cc1c(Cl)cccc1NC(=O)COc1ccc(S(=O)(=O)N2CCOCC2)cc1	104	-7	8	101	-11	101	101	2	98	100	0
The results go on:
SMILES	Rac1 wt modul	Pf gametocyte	Avidin bead fluor	Rac1 mut GTP	Mcl1-Bid inh	Rab2 wt GTP	Rab7 wt GTP bind	Mcl1-Noxa inh	Cdc42 wt GTP	HRas wt GTP bind	Bim-Mcl-1
Cc1c(NC(=O)COC(=O)C23CC4CC(CC(O)(C4)C2)C3)c(=O)n(-c2ccccc2)n1C	98	-49	10	95	-26	97	96	3	94	95	2
CC(C)c1ccc(S(=O)(=O)c2nnn3c2nc(N2CCCCC2)c2ccccc23)cc1	96	-1	9	96	-23	94	95	-40	94	94	15
COc1ccccc1NC(C)C(=O)N/N=C/c1cccs1 (centres undefined)	102	-4	11	99	-47	101	106	3	103	105	-2
COC(=O)CC1C(=O)NCCN1C(=O)c1ccccc1 (centres undefined)	98	nt	12	98	-8	101	104	1	101	103	-4
COc1cc2c(cc1OC)CN(C(=S)Nc1c(C)cccc1C)CC2	105	-6	4	101	-48	97	99	-3	99	98	-25
CCCCn1c(SCC(=O)NCC2CCCO2)nc2ccc(N3CCOCC3)cc2c1=O (centres undefined)	101	-5	9	103	-45	101	99	16	104	101	-1
CC(=O)Nc1ccc(Oc2cnc3ccccc3n2)cc1	104	9	29	101	-4	100	99	7	103	100	3
N#CC1=C(N)Oc2n[nH]c(-c3cccnc3)c2C1c1cc(F)ccc1F (centres undefined)	103	nt	6	95	-49	105	106	20	98	103	-5
CCOC(=O)C1CCCN(C(=O)CSc2ccc(Br)cc2)C1 (centres undefined)	97	nt	9	95	-29	93	96	3	93	96	0
CCNc1nc(NCC)nc(SCC(C)=O)n1	110	nt	21	101	-6	103	105	-10	104	103	1
Cc1cc(S(=O)(=O)Nc2ccc3ccccc3c2)c(C)s1	101	nt	9	98	2	102	101	4	99	99	1
O=C(C1=C[C@@H](c2coc3ccccc3c2=O)C[C@@H](OCc2ccc(CO)cc2)O1)N1CCN(Cc2ccc3c(c2)OCO3)CC1	96	nt	6	93	-2	94	96	14	94	95	-1
CC(C)CCNC(=O)C1CCCN(S(=O)(=O)c2ccc(F)cc2)C1 (centres undefined)	104	nt	35	98	-9	102	102	-1	101	102	0
COC(=O)c1c(NC(=O)COC(=O)CCc2ccc(S(=O)(=O)N3CCOCC3)cc2)sc2c1CCC2	101	-15	8	99	-18	100	100	10	98	103	-2
C=C(C)Cn1c(SCC)nc2ccccc2c1=O	101	nt	16	99	-2	103	102	6	100	102	-2
Cc1cc(C)n2nc(SC3CCCCN(C(=O)c4ccc(F)cc4)C3=O)nc2n1 (centres undefined)	106	nt	27	100	-19	104	103	6	105	105	-1
Cc1cccc(C)c1OCC(=O)Nn1c(C)nc2ccccc2c1=O	97	nt	10	97	-1	103	103	15	98	101	3
Cc1nn(Cc2ccccc2)c(C)c1NC(=O)c1cc(-c2ccc3c(c2)OCO3)on1	106	nt	19	100	0	103	101	-3	105	102	-4
CCOC(=O)c1cnn(-c2cc(Oc3cccc(C)c3)ncn2)c1N	103	nt	6	98	10	102	102	1	102	102	-2

Rows are unselected; about 2.7% have a hit in one of these screens.
